Compound activity deposited in PubChem BioAssay by several laboratories.
Hep lipid drop = inhibitors of hepatocyte lipid droplet formation, primary screen, imaging, high-throughput imaging, BODIPY stain; AML12 mouse hepatocytes, oleate lipid droplets; inhibition, % at 6.5 µM; AID 1656, 2009; 240,000 tested, 0.4% active;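 active = lipid droplet intensity inhibited by at least 50%, with more than 500 cells counted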
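Test system: AML12 mouse liver cells; schedule: overnight exposure; technique: high-content imaging of BODIPY-stained droplets and DAPI nuclei; read-out: % inhibition of corrected integrated BODIPY droplet signal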
Autophagy HCS = autophagy modulators in MEF cells, primary screen, imaging, high-content, MEF GFP-LC3; MEF GFP-LC3 puncta imaging; test concentration mostly 10 µM; calls only at 10 µM (by protocol); 190,000 tested, 0.98% active; AID 463193, 2010;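 active = percentage of spot-positive cells more than 3 SD above its plate mean, without a fluorescence outlier flag or 80% toxicity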;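 note: spot-positive cell cutoff set from DMSO-treated cells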
T cell HTS = modulators of CD8 T cell-vesicle binding, primary screen, mouse 2C CD8+ T cells, flow cytometry. calls only at 7 µM. AID 2052, 2009. 2C CD8+ T cell-vesicle binding; active compounds read low. 330,000 tested, 0.068% active;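 active = response, share of CD8 T cells binding vesicles, and their 90th percentile fluorescence all below set limits, cut at about 80% in these data, passing the limit was not always enough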
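Test system: purified 2C TCR transgenic mouse naive CD8+ T cells. Probe or stimulus: QL9-peptide-loaded Drosophila micro-vesicles bearing Ld, ICAM-1 and B7-1. Incubation: binding step 1.5 h, 37 °C, antibody labelling 20 min, ice. Measured by: flow cytometry of vesicle-bound cells.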
Salmonella PhoP GFP = inhibitors of PhoP regulon expression, primary screen, Salmonella Typhimurium, GFP reporter (AID 1863). S. Typhimurium PhoP-regulated promoter GFP reporter, 4 h; higher % means a stronger effect. inhibition, % at 50 µM, or IC50 in µM where a hit was titrated. 300,000 tested, 0.16% active;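 active = inhibition over 29.93%, a cutoff 3 SD above the screen mean, later confirmed by dose response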;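 note: 0% = low Mg2+ inducing control and 100% = high Mg2+ repressing control; strong numbers were not always called active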
Insulin prom up = insulin promoter activators in MIN6 cells, imaging, high-content screening, mouse beta cells; AID 1625, 2009; z-score at 5 µM; MIN6 insulin promoter-GFP reporter; active compounds read high; 190,000 tested, 0.3% active;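 active = z-score above 3 at 5 µM with at least 500 cells counted in the well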
MT stabilize HCS = microtubule stabilizers in HeLa cells, primary screen, imaging, high-content imaging; HeLa tubulin immunostaining HCS, 24 h; share of cells brighter than vehicle mean+2SD; % tubulin-high responders, % at 10 µM; 200,000 tested, 0.83% active; AID 2205, 2009;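 active = plate Z-score above 3 for both tubulin-high and condensed-nucleus cell shares, with cell loss under 80%, at 10 µM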;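 note: anti alpha tubulin signal scored within the nucleus-defined area of each cell; some results filed as inactive read as strong as hits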
ER stress rescue = rescue of cells from ER stress-induced death, primary screen, 384-well, CSM14.1, thapsigargin, ATP luminescence (AID 1222); CSM14.1 thapsigargin-induced death rescue, ATP luminescence; higher % means a stronger effect; cellular ATP content (survival), % at 20 µM; hits with a dose series show EC50 in µM; 190,000 tested, under 10 active;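 active = EC50 below 50 µM in the dose-response confirmation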;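 note: death triggered by thapsigargin at about 15 µM added after 2 h compound pretreatment; cell ATP read after overnight thapsigargin exposure of roughly 18 to 22 hours; normalized against plate controls of thapsigargin alone and 5% DMSO vehicle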
Dynein transport = inhibitors of GR-EGFP nuclear translocation, primary screen, dynein cargo transport inhibitor project, imaging, high-content, 3617.4 mouse cells; z-score, hits read low; AID 1381, 2008; test concentration mostly 20 µM; stimulated with dexamethasone, 1 µM; active compounds read low; 220,000 tested, 0.47% active;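 active = plate z-score of nuclear minus cytoplasmic receptor signal below a set negative limit, without overly bright fluorescence or cell loss, cut at about -3.5 in these data, passing the limit was not always enough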;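 note: z-score of nuclear minus cytoplasmic ring GR-EGFP intensity difference per well; some compounds called inactive have numbers as strong as hits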
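Buffer or medium – tet-free medium with charcoal-stripped serum · Signal – automated 10x imaging of fixed Hoechst-stained cells · Also added – dexamethasone agonist, 1.0 µM final, for 30 min · Incubation – induction 48 h, compound 1 h, agonist 30 min · Read-out – GR-EGFP nuclear translocation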
b-catenin transl = modulators of beta-catenin nuclear translocation, primary screen, imaging, HeLa cells, immunofluorescence, high-content. nuclear translocation activity, % at 5 µM. 190,000 tested, 0.3% active. AID 1665, 2009;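 active = nuclear translocation activity above 50% at 5 µM, with a well cell count of 50 or more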;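 note: per-cell ratio of nuclear to cytoplasmic median beta-catenin stain intensity; plate controls were DMSO negative control for no effect and GSK-3 inhibitor IX positive control for full effect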
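System: HeLa cells, endogenous beta-catenin; compound dosing: 5 µM primary single dose, 0.1% DMSO, 0.02–20 µM confirmation series; incubation: 24 h compound exposure at 37°C, 5% CO2; signal: beta-catenin immunofluorescence imaging with DAPI; evaluation: % activation, nuclear-to-cytoplasmic median beta-catenin signal ratio per cell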
Dynein transport cytoplasmic EGFP = also measured in Dynein transport; calls as there; z-score; measured here: cytoplasmic GR-EGFP intensity; active compounds read high
Dynein transport nuclear GR-EGFP = recorded beside Dynein transport, whose call it bears; z-score; measured here: nuclear GR-EGFP intensity;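 lower value marks the stronger effect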
Dynein transport cell count = further read-out of Dynein transport, marked with its call; z-score; measured here: cell count per field
Insulin prom up cell count = also measured in Insulin prom up; calls as there; cell count; measured here: cytotoxicity, nuclei count;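 total cells summed across four imaged fields per well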
Hep lipid drop cells 6.5 µM = second read-out of Hep lipid drop, no call of its own (marks repeat the call); cell count; measured here: cell count, cytotoxicity flag;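 cells counted across two imaged fields per well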
b-catenin transl cell count 5 µM = further read-out of b-catenin transl, marked with its call; cell count; measured here: cell count, cytotoxicity flag
T cell HTS vesicle-bound % = also measured in T cell HTS; calls as there; double positive events, %; measured here: CD8+ vesicle-bound cell fraction;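 binding gate set so that unloaded-vesicle control wells show 10% double positive cells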
MT stabilize HCS Hoechst-high % = recorded beside MT stabilize HCS, whose call it bears; % Hoechst-high responders; measured here: nuclear condensation Hoechst responders;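 share of cells brighter than vehicle mean plus two SD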
MT stabilize HCS cytotoxicity % = further read-out of MT stabilize HCS, marked with its call; toxicity, %; measured here: cytotoxicity by cell density;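 0% = mean cell density of plate MIN control wells and 100% = no cells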
Autophagy HCS cell loss 18 h = also measured in Autophagy HCS; calls as there; toxicity, %; measured here: cell loss, nuclei count;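 cell loss after 18 h compound exposure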
An asterisk follows results filed as active; i = inactive; . = not tested or not shown. Compounds were not picked by outcome; any-hit rate near 3%.

Below each compound: Hep lipid drop, Hep lipid drop cells 6.5 µM, Autophagy HCS, Autophagy HCS cell loss 18 h, T cell HTS, T cell HTS vesicle-bound %, Salmonella PhoP GFP, Insulin prom up, Insulin prom up cell count, MT stabilize HCS, MT stabilize HCS Hoechst-high %, MT stabilize HCS cytotoxicity %, ER stress rescue, Dynein transport, Dynein transport cytoplasmic EGFP, Dynein transport nuclear GR-EGFP, Dynein transport cell count, b-catenin transl, b-catenin transl cell count 5 µM
- O=[N+]([O-])c1cc(Cl)cc(/C=N/NC(=S)Nc2ccc(S(=O)(=O)N3CCOCC3)cc2)c1O
 : 10, 799, ., ., i, 19, 4%, -0.83, 1212, ., ., ., ., -0.77, -0.27, -0.37, 0.79, 0.3, 1263
- CCn1cnc2cc(NCc3nc4ccccc4n3C)ccc21
 : -16, 708, i, 8, i, 24, 4%, -0.39, 1236, 8.2, 3.7, 1.7, -1.3%, -0.74, -0.2, -0.23, 0.71, 0.6, 1037
- Cc1cc2nc(-c3ccc(SCC(=O)Nc4ccc(S(=O)(=O)N5CCCC5)cc4)nc3)[nH]c2cc1C
 : -8, 492, i, 10, i, 4, -4%, -0.37, 1369, 3.0, 2.0, 3.4, -4.2%, 0.59, -0.25, 0.52, -0.13, 7.7, 991
- Cc1nn(CC(=O)N(C)C)c(=O)c2ccccc12
 : ., ., i, 11, i, 27, -2%, ., ., 3.9, 5.4, 7.3, 0.5%, -1, -0.28, -0.41, 0.5, -0.9, 1161
- C(=N\Nc1nc2ccccc2s1)/c1ccccn1
 : -42, 498, ., ., i, 32, 0%, -1.9, 515, ., ., ., ., -0.59, -0.2, -0.32, 0.3, -3.8, 1228
- Cc1ccc(NC(=O)CSc2nc3ccccc3c(=O)n2Cc2cccs2)cc1
 : 0, 598, i, -5, i, 42, 16%, -0.21, 1411, 3.0, 2.9, 8.2, -0.1%, 0.98, -0.2, 0.28, -0.56, 6.6, 1008
- CCCCOc1ccccc1C1C(C(=O)OC)=CN(CC)C=C1C(=O)OC
 : ., ., i, -7, i, 15, 4%, -0.38, 1578, 2.2, 1.3, 9.5, -0.7%, 3.6, -0.2, 2, -1.6, -1.5, 1352
- Cc1onc(-c2ccccc2Cl)c1C(=O)OCc1cnc(Cl)s1
 : -12, 601, i, 14, i, 7, 4%, -0.87, 1488, 5.5, 1.8, 0.6, 0.0%, 2.2, -0.28, 1.7, -1.9, -2.6, 1066
- Cc1ccc(-c2nn(-c3ccccc3)cc2CO)o1
 : 32, 763, i, -5, i, 53, 0%, ., ., 2.9, 2.6, 6.4, -3.2%, -3.7*, 0.15*, -1.6*, 0.66*, 1.3, 1147
- Cc1cccc(NC(=O)c2ccccc2OCC(=O)N2CCOCC2)c1C
 : 2, 747, i, -2, i, 10, -13%, -0.14, 1195, 7.0, 26, 97, -2.4%, 0.61, -0.26, 1, 2.3, ., .
- COc1cc(/C=C2\SC(=O)N(CCN)C2=O)ccc1OS(=O)(=O)c1cc(C)ccc1C
 : -20, 684, i, 1, ., ., 2%, -0.44, 1197, 11, 2.8, 5.1, -3.6%, -0.43, 0.26, 0.11, 1.1, 0.3, 1085

Some entries already given with just Salmonella PhoP GFP, b-catenin transl and T cell HTS vesicle-bound %.
compound	Salmonella PhoP GFP	b-catenin transl	T cell HTS vesicle-bound %
CCn1cnc2cc(NCc3nc4ccccc4n3C)ccc21	4%	0.6	24
Cc1cc2nc(-c3ccc(SCC(=O)Nc4ccc(S(=O)(=O)N5CCCC5)cc4)nc3)[nH]c2cc1C	-4%	7.7	4
Cc1nn(CC(=O)N(C)C)c(=O)c2ccccc12	-2%	-0.9	27
C(=N\Nc1nc2ccccc2s1)/c1ccccn1	0%	-3.8	32
Cc1ccc(NC(=O)CSc2nc3ccccc3c(=O)n2Cc2cccs2)cc1	16%	6.6	42

A second format for part of the listing above:
smiles | Hep lipid drop | Hep lipid drop cells 6.5 µM | Autophagy HCS | Autophagy HCS cell loss 18 h | T cell HTS | T cell HTS vesicle-bound % | Salmonella PhoP GFP | Insulin prom up | Insulin prom up cell count | MT stabilize HCS | MT stabilize HCS Hoechst-high % | MT stabilize HCS cytotoxicity % | ER stress rescue | Dynein transport | Dynein transport cytoplasmic EGFP | Dynein transport nuclear GR-EGFP | Dynein transport cell count | b-catenin transl | b-catenin transl cell count 5 µM
O=[N+]([O-])c1cc(Cl)cc(/C=N/NC(=S)Nc2ccc(S(=O)(=O)N3CCOCC3)cc2)c1O | 10 | 799 | . | . | i | 19 | 4% | -0.83 | 1212 | . | . | . | . | -0.77 | -0.27 | -0.37 | 0.79 | 0.3 | 1263
Cc1ccc(-c2nn(-c3ccccc3)cc2CO)o1 | 32 | 763 | i | -5 | i | 53 | 0% | . | . | 2.9 | 2.6 | 6.4 | -3.2% | -3.7* | 0.15* | -1.6* | 0.66* | 1.3 | 1147
Cc1cc2nc(-c3ccc(SCC(=O)Nc4ccc(S(=O)(=O)N5CCCC5)cc4)nc3)[nH]c2cc1C | -8 | 492 | i | 10 | i | 4 | -4% | -0.37 | 1369 | 3.0 | 2.0 | 3.4 | -4.2% | 0.59 | -0.25 | 0.52 | -0.13 | 7.7 | 991
